# Screening results as filed in PubChem.
# NLRP3 yeast inh: NALP3 inhibition in yeast; Yeast reconstituted NLRP3/ASC/caspase-1, beta-gal luminescence, 24 h; AID 2825; actives 0.39% (n = 330,000); inhibition, % at 10 µM;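 active means inhibition of 50% or more; inactive means inhibition below 50%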;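 further: plate controls were induced DMSO wells for no effect and uninduced yeast grown without galactose for full effect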
# mIAP activ: increases mouse intestinal alkaline phosphatase activity. actives 0.24% (n = 330,000). activation factor at 10 µM. muIAP, CDP-Star luminescence, 30 min; active compounds read high; 1 = vehicle-only enzyme signal, 0 = enzyme-free wells. AID 2805;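 active means activation factor of at least 2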; further: the source names both 10 and 20 µM as test concentration; values of inactives mirror those of a sister screen read the other way
#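 Assay system: mouse IAP enzyme; Reagent: CDP-Star chemiluminescent phosphatase substrate; Compound: DMSO-dissolved test compounds; Incubation: 30 min, room temperature; Technique: luminescence from enzymatic CDP-Star hydrolysis; Controls: DMSO-only wells and no-enzyme negative control.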
# hIAP block: human IAP inhibition. actives 0.12% (n = 330,000). inhibition, % at 10 µM. purified IAP, CDP-Star luminescence, 30 min;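 active means inhibition reaching a set limit with compound at 10 µM in the primary screen, cut at about 35% in these data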;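 further: plate controls were DMSO wells with enzyme for no effect and no-enzyme buffer wells for full effect; values of inactives mirror those of a sister screen read the other way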
# MIN6 prolif: inducers of beta-cell replication in MIN6 cells. AID 2380. actives 0.29% (n = 330,000). proliferation, % at 10 µM. MIN6 cells proliferation, ATPlite luminescence, 48 h; cells starved in 0.2% serum; 100% = growth in 10% serum;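 active means compounds whose signal lies at least 3.5 SD above the mean of all wells on their plate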;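 further: 0% = DMSO-treated cells in low-serum medium and 100% = 10% serum control; some compounds called inactive have numbers as strong as hits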
# tim10-1 inh: inhibits growth of tim10-1 mutant yeast; S. cerevisiae tim10-1 ts strain growth, BacTiter-Glo, 24 h; inhibition, % at 20 µM; actives 2.2% (n = 330,000);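 active means inhibition of at least 40%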;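 further: mutant grown at 25 °C; 0% = DMSO wells with yeast and 100% = wells holding no yeast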
# mIAP inh: mouse IAP inhibition; inhibition, % at 10 µM; purified mouse IAP, CDP-Star luminescence, 30 min; AID 2806; actives 0.2% (n = 330,000);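 active means inhibition of at least 40% at 10 µM in the primary screen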;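 further: plate controls were DMSO with enzyme for no effect and no enzyme wells for full effect; values of inactives mirror those of a sister screen read the other way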
# TIM10 inh: growth inhibitors of TIM10 yeast strain. S. cerevisiae TIM10 strain growth, BacTiter-Glo luminescence, 24 h. actives 1.4% (n = 330,000). inhibition, % at 10 µM. AID 463195;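 active means inhibition of 40% or more at the single tested concentration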;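 further: wild-type TIM10 isogenic control strain grown at permissive 25 °C; 0% = DMSO yeast wells and 100% = minimal medium wells without yeast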
# APOBEC3A inh: blocks human APOBEC3A ssDNA deamination; recombinant A3A, FAM/TAMRA ssDNA deamination fluorescence; AID 493011; actives 0.41% (n = 330,000); P31941; inhibition, % at 20 µM;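 active means at least 40% inhibition at 20 µM here, with at most 30% in a related deaminase screen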;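 further: plate controls were A3A with DMSO for no effect and wells lacking A3A enzyme for full effect; some results filed as inactive read as strong as hits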
# Target sequence (P31941 whole entry, looked up): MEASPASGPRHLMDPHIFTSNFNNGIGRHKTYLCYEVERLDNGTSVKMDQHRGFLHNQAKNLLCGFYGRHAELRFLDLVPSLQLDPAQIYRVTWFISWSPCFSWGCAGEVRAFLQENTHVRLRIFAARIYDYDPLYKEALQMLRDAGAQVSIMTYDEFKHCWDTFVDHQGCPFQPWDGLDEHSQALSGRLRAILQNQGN
# A3G deaminase: APOBEC3G (human) deaminase inhibition. Q9HC16. recombinant A3G, ssDNA deamination FAM/TAMRA fluorescence. inhibition, % at 20 µM. actives 0.28% (n = 330,000);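 active means inhibition of at least 40% at 20 µM, with no more than 30% in the related APOBEC3A deaminase screen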;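 further: plate controls were DMSO wells with A3G for no effect and wells lacking A3G enzyme for full effect; some compounds called inactive have numbers as strong as hits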
# Target sequence (Q9HC16 whole entry, looked up): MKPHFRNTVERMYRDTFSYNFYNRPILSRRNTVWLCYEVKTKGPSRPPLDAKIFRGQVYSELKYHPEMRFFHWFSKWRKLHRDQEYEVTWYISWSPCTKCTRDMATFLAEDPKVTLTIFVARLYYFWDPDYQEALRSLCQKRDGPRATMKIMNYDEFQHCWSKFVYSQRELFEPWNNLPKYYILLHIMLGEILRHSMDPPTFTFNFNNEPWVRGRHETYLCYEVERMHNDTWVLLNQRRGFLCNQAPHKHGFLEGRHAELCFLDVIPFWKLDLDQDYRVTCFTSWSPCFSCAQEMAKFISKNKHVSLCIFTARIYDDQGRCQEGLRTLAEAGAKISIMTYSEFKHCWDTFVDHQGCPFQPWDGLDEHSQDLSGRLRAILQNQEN
# Active calls of the source: *. Rows were taken by chance; 4.6% or so of the library scored in one or more.
SMILES,NLRP3 yeast inh,mIAP activ,hIAP block,MIN6 prolif,tim10-1 inh,mIAP inh,TIM10 inh,APOBEC3A inh,A3G deaminase
COc1ccccc1NS(=O)(=O)c1cn(C)cn1,13,0.91,8,-5,-1,9,7,-4,4
Fc1ccc(/C=N/n2c(C3CCCCC3)n[nH]c2=S)cc1,22,0.89,16,3,35,11,34,-1,2
COc1ccc(-c2noc(N3CCC(C(=O)Nc4ccc(F)cc4)CC3)n2)cc1,2,1.1,3,3,14,-11,-3,-3,-2
COc1ccccc1C1C2=C(CCCC2=O)N(CC(=O)O)C2=C1C(=O)CCC2,5,0.94,-11,-3,-13,6,2,18,-4
O=C(N1CCN(CCO)CC1)N1c2ccccc2C=Cc2ccccc21,2,1,-12,0,8,-4,-1,-7,-8
Cc1oc(S(=O)(=O)N2CCCCC2)cc1NC(=O)Nc1ccc(F)cc1,28,2.1*,-15,-2,-6,-106,-4,6,-8
Cc1cc(C)c(C)c(S(=O)(=O)NCC(=O)NCC2CCCCC2)c1C,1,1,-3,-1,25,-2,20,0,-6
Cc1ccc(/C=c2\sc3n(c2=O)CN(c2cccc(Br)c2)CN=3)o1,19,0.88,-9,-4,15,12,3,-1,3
CCOC(=O)C1=C(CBr)NC(=O)NC1C (stereo not given),10,1,-14,-2,1,-1,-11,0,-4
Cc1[nH]c(=O)[nH]c(=O)c1Sc1ccccc1[N+](=O)[O-],13,1,0,-2,18,-4,0,4,-4
O=C(c1ccccc1NS(=O)(=O)c1ccc(F)cc1F)N1CCCCC1,7,1.1,-12,-2,20,-5,17,-5,-6
O=C(COc1ccccc1)NCC(=O)NC1CCCCC1,6,1,-8,1,4,-3,11,6,-6
O=C(NCCc1ccccc1)C1CCN(S(=O)(=O)c2cccc3nonc23)CC1,7,1.1,-10,-2,10,-12,-1,-1,0
O=c1[nH]c2ccc(Br)cc2c(-c2ccccc2)c1CN1CCOCC1,30,0.93,-8,-6,-3,7,-1,-3,-2
CCOC(=O)c1cc(-c2cccnc2)nn1-c1ccccc1C,-10,1,-14,-2,2,-2,-15,-3,-7
CCOC(=O)C(=CNc1cc(C)nn1-c1ccc(Cl)cc1)C(=O)OCC,9,1,-3,2,24,0,14,2,-2
O=S(=O)(NCC1(N2CCOCC2)CCCCC1)c1ccccc1Cl,0,1.1,-15,2,6,-5,-4,0,-5
COc1ccc(/C=N/NC(=S)N[C@H]2CC3CCC2C3)cc1 (stereo not given in full),19,1,-4,-4,29,0,47*,-2,2
Cc1ccc(NC2CCCCC2NS(=O)(=O)c2ccccc2)c(C)c1 (stereo not given),18,1,-7,-2,44*,-1,20,-7,-5
O=C(CCNC(=O)c1ccco1)Nc1ccc(OC(F)(F)F)cc1,24,1.1,-1,12,19,-14,-7,5,2
COc1c2occc2cc2ccc(=O)oc12,5,0.96,17,1,3,4,1,-5,-8
CN(C)c1ccc(/C=C/c2nc3ccccc3c(=O)n2-c2ccc(C(=O)O)cc2)cc1,-5,1,-2,-4,15,0,9,-40,-94
CC(/C=C/c1ccco1)=N\NC(=O)c1cc(Cl)ccc1O,-1,0.73,2,-2,10,27,3,2,3
Cc1nc(C)c(Oc2cccc(C(F)(F)F)c2)c(=O)[nH]1,16,1.1,-14,-1,11,-6,7,-2,-1
N#CC1=C(N)NC(=S)C(C(N)=O)C1c1ccccc1F (stereo not given),8,0.91,24,-3,19,9,2,3,38

# Shown with tabs: entries from further up.
Compound	NLRP3 yeast inh	mIAP activ	hIAP block	MIN6 prolif	tim10-1 inh	mIAP inh	TIM10 inh	APOBEC3A inh	A3G deaminase
CCOC(=O)C(=CNc1cc(C)nn1-c1ccc(Cl)cc1)C(=O)OCC	9	1	-3	2	24	0	14	2	-2
O=S(=O)(NCC1(N2CCOCC2)CCCCC1)c1ccccc1Cl	0	1.1	-15	2	6	-5	-4	0	-5
O=C(N1CCN(CCO)CC1)N1c2ccccc2C=Cc2ccccc21	2	1	-12	0	8	-4	-1	-7	-8

# Other records:
SMILES,NLRP3 yeast inh,mIAP activ,hIAP block,MIN6 prolif,tim10-1 inh,mIAP inh,TIM10 inh,APOBEC3A inh,A3G deaminase
COc1ccccc1N1CCN(/N=C/c2ccc(Cl)c([N+](=O)[O-])c2)CC1,25,0.89,-12,-2,19,11,7,-5,-4
O=C(c1cnccn1)N(c1ccccc1)C1(C(=O)NC2CCCCC2)CCCCC1,4,0.94,7,-2,24,6,32,-2,-1
COc1ccc(N=Nc2ccc(O)c(P(=O)(c3ccccc3)c3ccccc3)c2)cc1,19,0.89,13,-5,10,11,-12,1,1
CCOC(=O)c1ccc(NC(=O)c2nc[nH]c2C(=O)N2CCc3ccccc3C2)cc1,21,0.97,-73,-5,16,3,24,-5,-10
Cn1cc(S(=O)(=O)NCc2ccc(Cl)cc2)c(=O)n(C)c1=O,-9,1.1,-4,1,5,-7,-2,8,-1
Cc1ccc(C(=C2C3C=CC2C2C(=O)NC(=O)C32)c2ccc(C)cc2)cc1 (stereo not given),-14,0.94,-58,-6,32,6,15,-1,-9
COc1ccc(CN2CCNC(=O)C2CC(=O)NC2CC(C)(C)CC(C)(C)C2)cc1OC (stereo not given),-9,1,-4,-5,16,0,4,-2,-2
O=C1CC(c2cccc(Cl)c2)CC(O)=C1C=Nc1ccccc1 (stereo not given),35,1,7,0,22,-5,12,0,-4
CCCCNC(=O)Oc1c(Br)cc2sc(=O)oc2c1Br,72*,0.22,-12,-3,35,78*,-9,58,41
CCn1c(SCC(=O)NNC(=O)c2ccccc2)nnc1-c1ccco1,15,0.94,-8,0,-2,6,3,-4,-8
O=C(Nc1ccc(Cl)cc1)c1ccc(OC2CSC2)cc1,14,1.1,-2,-1,-19,-10,-8,-2,-10
COc1cccc(N2CCN(C(=O)c3ccc(-c4ccccc4)cc3)CC2)c1,32,0.99,-25,-6,26,1,12,4,-2
O=C(CSc1nnc(-c2ccccn2)o1)Nc1ccccc1C(F)(F)F,4,0.96,-34,-1,-22,4,-9,-2,-6
Cc1ccc(C2CC(c3ccc(Br)cc3)=NN2C(=O)CSC2=NN3CCCC(=O)N=C3S2)cc1 (stereo not given),13,0.99,6,-4,30,1,38,-1,-3
CSc1nccc(-c2c(-c3ccc(Cl)cc3)noc2C)n1,-2,0.94,1,-3,21,6,12,3,0
CNC(=O)NC(=O)C(C)Oc1ccccc1F (stereo not given),11,0.98,4,-1,9,2,2,7,-9
COCCCn1c(SCc2nnc(-c3ccc(OC)c(OC)c3)o2)nc2ccccc2c1=O,9,1,2,-1,35,-2,27,-3,-8
CCO[C@H]1OC(C(=O)NCc2ccccc2)=C[C@@H](C(C)(C)C)[C@@H]1CCCO,7,1,12,2,9,0,4,-1,-4
CCC(Sc1nc2ccccc2[nH]1)C(=O)Nc1ccc(NC(C)=O)cc1 (stereo not given),25,1.1,-24,-3,23,-7,3,-5,-5
O=c1[nH][nH]c(-c2ccccc2O)c1C(C[N+](=O)[O-])c1cccc(Cl)c1 (stereo not given),22,0.82,4,0,44*,18,48*,3,-3
Cc1oc2c(O)c(O)ccc2c(=O)c1-c1ccc(Cl)cc1,15,0.97,-16,-4,8,3,-10,-1,3
COc1cccc(NC2c3ccccc3C(=O)N2Cc2ccccc2Cl)c1 (stereo not given),4,1.1,-6,-2,8,-11,-3,1,11
CCOC(=O)C1=C(C)N(CCCC(=O)O)C(=O)NC1c1ccc(C(F)(F)F)cc1 (stereo not given),3,1,2,-3,-3,-2,-5,-5,-10
COc1ccc(C)cc1NC(=O)c1ccc(NC(=O)CC2SC(N3CCCC3)=NC2=O)cc1 (stereo not given),8,0.94,-16,-1,10,6,-7,2,1
c1ccc(-c2cn(-c3ccccc3)c3[n+]2CCS3)cc1,1,1.2,-13,-5,-40,-22,-66,-5,-9

# Arranged by heavy-atom count (high to low): part of the list above
SMILES,NLRP3 yeast inh,mIAP activ,hIAP block,MIN6 prolif,tim10-1 inh,mIAP inh,TIM10 inh,APOBEC3A inh,A3G deaminase
Cc1ccc(C2CC(c3ccc(Br)cc3)=NN2C(=O)CSC2=NN3CCCC(=O)N=C3S2)cc1 (stereo not given),13,0.99,6,-4,30,1,38,-1,-3
CCOC(=O)C1=C(C)N(CCCC(=O)O)C(=O)NC1c1ccc(C(F)(F)F)cc1 (stereo not given),3,1,2,-3,-3,-2,-5,-5,-10
Cc1ccc(C(=C2C3C=CC2C2C(=O)NC(=O)C32)c2ccc(C)cc2)cc1 (stereo not given),-14,0.94,-58,-6,32,6,15,-1,-9
O=c1[nH][nH]c(-c2ccccc2O)c1C(C[N+](=O)[O-])c1cccc(Cl)c1 (stereo not given),22,0.82,4,0,44*,18,48*,3,-3
O=C1CC(c2cccc(Cl)c2)CC(O)=C1C=Nc1ccccc1 (stereo not given),35,1,7,0,22,-5,12,0,-4
Cc1oc2c(O)c(O)ccc2c(=O)c1-c1ccc(Cl)cc1,15,0.97,-16,-4,8,3,-10,-1,3

# Looked up by structure from the list above, 4 records:
SMILES,NLRP3 yeast inh,mIAP activ,hIAP block,MIN6 prolif,tim10-1 inh,mIAP inh,TIM10 inh,APOBEC3A inh,A3G deaminase
CCn1c(SCC(=O)NNC(=O)c2ccccc2)nnc1-c1ccco1,15,0.94,-8,0,-2,6,3,-4,-8
COc1ccc(N=Nc2ccc(O)c(P(=O)(c3ccccc3)c3ccccc3)c2)cc1,19,0.89,13,-5,10,11,-12,1,1
O=C(Nc1ccc(Cl)cc1)c1ccc(OC2CSC2)cc1,14,1.1,-2,-1,-19,-10,-8,-2,-10
COc1cccc(N2CCN(C(=O)c3ccc(-c4ccccc4)cc3)CC2)c1,32,0.99,-25,-6,26,1,12,4,-2

# (listing goes on)
SMILES,NLRP3 yeast inh,mIAP activ,hIAP block,MIN6 prolif,tim10-1 inh,mIAP inh,TIM10 inh,APOBEC3A inh,A3G deaminase
CCOc1ccccc1C(=O)NCC(=O)N1CCC(C)CC1,1,1,-8,1,10,-2,5,-3,-7
CCC(C)NC(=O)C1c2ccccc2Oc2ccccc21 (stereo not given),-3,1.1,6,-1,18,-10,20,-6,-4
NC(=O)C1CCN(Cc2nnnn2Cc2ccco2)CC1,14,0.95,-61,-1,10,5,10,-1,-1
CC(OC(=O)CNC(=O)c1ccco1)C(=O)N(C)c1ccccc1 (stereo not given),-3,1,-8,-1,7,-1,17,-1,-8
CC(c1ccncn1)N(C)Cc1nc(-c2ccc(C(F)(F)F)cc2)no1 (stereo not given),5,0.95,6,-1,16,5,9,-4,-4
N#CC(=C1SC=CS1)c1nc(-c2ccccc2)cs1,20,0.87,8,-4,-4,13,16,-1,-5
C=CCn1c(SCc2cc(=O)n3ccsc3n2)nc2cc(Cl)ccc2c1=O,25,1,16,-3,27,0,29,1,-6
CCCNC(=O)C1CC(=O)N(c2ccc(OCc3ccc(Cl)cc3)cc2)C1 (stereo not given),32,1.1,-1,-3,21,-10,-1,-2,-4
COc1cccc(CNC(=O)CCCCCn2c(=S)[nH]c3ccc(N4CCOCC4)cc3c2=O)c1,17,0.98,-13,0,13,2,-25,-3,-1
COc1ccc(CCn2c(C)cc(C(=O)COC(=O)c3cnccn3)c2C)cc1,40,0.96,-1,0,21,4,23,10,4
